PLK1 PBD inh = inhibitors of human PLK1 polo-box domain binding; P53350; Plk1 PBD binding of FITC phosphopeptide, fluorescence polarization; Potency, µM, for the others: max response, negative = inhibition, usual class: inhibitors; actives 2.8% (n = 360,000); further: potency means the concentration at half of the fitted maximal effect; series mostly up to about 57 µM; on the % scale 0 is the no-effect control and ±100 the full control effect; nearly all actives have a fitted effect of over 65% in size
Abeta yeast res = A-beta toxicity reversal in yeast | yeast expressing A-beta42, growth rescue, OD600, 48 h; response scale: 0% DMSO, 100% iron-clioquinol control | Potency, µM (highest dose often 46.1 µM), without a hit: top-dose growth rescue, hits mostly activators | actives 0.063% (n = 410,000) | AID 1347071; further: potency means the concentration at half of the fitted maximal effect; nearly all actives have a fitted effect of over 55% in size
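Yeast growth medium received pinned compounds, then yeast cells expressing toxic A-beta were added; plates incubated at 30 C for 48 hr. Growth read as absorbance at 600 nm, normalized to DMSO and equimolar FeCl3 plus clioquinol controls.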
PI5P4K alpha inh = blocks human PI5P4K alpha kinase activity; actives 1.2% (n = 330,000); P48426; PI5P4Kalpha enzyme, ADP-Glo luminescence, 60 min; stronger effect = lower value; max response, %; active means max response of -50% or lower; inconclusive means between -30% and -50%; inactive means -30% or higher; further: value at the top dose of about 77 µM; on the % scale 0 is the no-effect control and ±100 the full control effect
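Quantitative HTS of the MLSMR library against PI5P4Kalpha with substrate. ATP added last at 5 microM final; room temperature, 60 minutes. Remaining ATP depleted, ADP converted and read as luminescence.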
IL-2 act = activates IL-2 in a cell-based reporter assay | IL-2 activation reporter assay, cell-based qHTS; stimulated with anti-CD3/CD4/CD28 beads; in transgenic mouse T cells | activation, % (series mostly up to about 46 µM) | actives 0.065% (n = 360,000) | AID 652025; in the data active means activation above about 50%; inconclusive means mostly about 30% to 49%; further: 0% is about no effect
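First, unstimulated transgenic mouse T cells were exposed to compound for 60 min. Next, anti-CD3/anti-CD4-coated beads with anti-CD28 were added. Finally, after 18 h at 37 degrees C, EGFP and DsRed were imaged.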
EPAC1 ag = EPAC1 (human) agonism. AID 720707. actives 0.073% (n = 360,000). Potency, µM (doses to about 154 µM), inactives show at the top dose activation, usual class: activators. O95398. EPAC1 agonist qHTS, biochemical assay; response scale: 100% = response to 6.5 mM cAMP; further: potency means the concentration at half of the fitted maximal effect; nearly all actives have a fitted effect of over 60% in size
Target sequence (O95398 whole entry, looked up): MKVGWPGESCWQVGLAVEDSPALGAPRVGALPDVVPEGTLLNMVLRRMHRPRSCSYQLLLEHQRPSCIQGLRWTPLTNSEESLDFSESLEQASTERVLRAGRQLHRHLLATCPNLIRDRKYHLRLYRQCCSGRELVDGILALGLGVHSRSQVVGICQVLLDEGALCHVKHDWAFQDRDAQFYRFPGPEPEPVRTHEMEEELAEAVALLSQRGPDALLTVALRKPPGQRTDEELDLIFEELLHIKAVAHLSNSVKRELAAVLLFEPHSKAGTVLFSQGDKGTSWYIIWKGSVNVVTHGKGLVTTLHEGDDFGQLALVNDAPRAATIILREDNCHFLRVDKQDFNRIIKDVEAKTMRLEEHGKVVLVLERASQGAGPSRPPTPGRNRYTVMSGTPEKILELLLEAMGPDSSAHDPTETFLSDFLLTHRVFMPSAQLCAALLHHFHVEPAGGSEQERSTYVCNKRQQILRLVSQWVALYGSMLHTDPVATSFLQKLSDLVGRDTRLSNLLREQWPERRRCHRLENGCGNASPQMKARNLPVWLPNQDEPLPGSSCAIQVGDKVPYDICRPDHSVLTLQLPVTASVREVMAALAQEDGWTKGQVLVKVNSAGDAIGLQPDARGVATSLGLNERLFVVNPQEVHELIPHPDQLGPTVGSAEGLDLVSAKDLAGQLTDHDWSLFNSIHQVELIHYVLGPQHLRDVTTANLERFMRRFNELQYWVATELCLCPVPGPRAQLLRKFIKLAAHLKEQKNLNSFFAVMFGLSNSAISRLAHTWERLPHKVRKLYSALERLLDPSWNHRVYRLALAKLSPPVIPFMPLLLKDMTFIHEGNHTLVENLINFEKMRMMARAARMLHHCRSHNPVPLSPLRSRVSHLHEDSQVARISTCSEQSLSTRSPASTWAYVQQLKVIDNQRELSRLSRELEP
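Read-out is the fluorescence drop as BODIPY-GDP leaves Rap1B (480 nm excitation, 540 nm emission), recorded every 5 minutes over 30 minutes. Reactions held 100 nM EPAC1, 250 nM Rap1B–BODIPY-GDP and 50 uM GDP, with 6.5 mM cAMP setting full activation.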
EPAC1 antag = EPAC1 (human) antagonism; EPAC1 GEF assay, Rap1b-BODIPY-GDP exchange fluorescence; O95398; actives 0.14% (n = 360,000); AID 720709; Potency, µM (top dose mostly 115 µM), without a hit: at the top dose activity change, negative = inhibition, most hits filed as inhibitors;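 further: potency means the concentration at half of the fitted maximal effect; plate controls were vehicle for no effect and positive control for full effect; nearly all actives have a fitted effect of over 50% in size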
FUS yeast rescue = rescues growth of FUS-expressing yeast; S. cerevisiae FUS-expressing, growth rescue, OD600, 24 h; Potency, µM (titrated, usually from 76.6 µM), without a hit: top-dose growth rescue (activation), usual class: activators; actives 0.24% (n = 390,000); AID 1347120;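 further: potency means the concentration at half of the fitted maximal effect; plate controls were DMSO vehicle for no effect and reference control for full effect; nearly all actives have a fitted effect of over 55% in size; some results filed as inactive show a strong effect at the top dose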
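Galactose (2%) drives FUS expression in yeast precultured in raffinose; seeding density OD 0.005. Test compounds incubated 24hr at 30C and 99% humidity before absorbance at 600 nm was measured.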
WRN helicase inh = blocks human WRN helicase. WRN helicase unwinding, fluorescent forked duplex, kinetic. Potency, µM (doses to about 114 µM), without a hit: at the highest dose activity change, negative = inhibition, hits mostly inhibitors. actives 0.46% (n = 360,000); further: potency means the concentration at half of the fitted maximal effect; on the % scale 0 is the no-effect control and ±100 the full control effect; nearly all actives have a fitted effect of over 55% in size
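Primary qHTS, 1536-well format. 20 nM WRN + compound, 15 min RT; start with 100 nM forked fluorophore/quencher duplex, 2 mM ATP (final); kinetic read ex 525/em 598 nm.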
An asterisk follows results filed as active; ? = inconclusive; nt = no result given; & = joins results of further samples; [ ] = dose if it differs, or a comment. Unless noted, the call rests on the fitted dose curve; in most records, active means well fitted curve in the direction sought with a large enough effect; inconclusive means small, poorly fitted or top-dose-only effect, or another doubt; inactive means no such curve, though single readings can be large; an effect the other way counts as inactive or inconclusive.

item	canonical_smiles	PLK1 PBD inh	Abeta yeast res	PI5P4K alpha inh	IL-2 act	EPAC1 ag	EPAC1 antag	FUS yeast rescue	WRN helicase inh
1	COc1cc(C2C(C#N)=C(N)Oc3n[nH]c(-c4cccnc4)c32)ccc1OCC(N)=O (stereo unspecified)	-25%	1%	-17	-2.1	5%	-12%	-22%	-3%
2	OC(c1ccc(F)cc1)c1ncc(-c2cccc(C(F)(F)F)c2)[nH]1 (stereo unspecified)	1%	15%	17	-0.5	-12%	-15%	-7%	-4%
3	Cc1cccc(-n2ncc3c2CCCC3NC(=O)C2(C(N)=O)CC2)c1C (stereo unspecified)	-2%	6%	1	-1.5	6%	-10%	-10%	7%
4	CCOP(=O)(OCC)C(NC(=O)c1cccs1)c1ccccc1 (stereo unspecified)	-4%	16%	0	-0.5	9%	0%	6%	4%
5	S=C(Nc1cc(Cl)ccc1Oc1ccccc1)N1CCN(c2ccccn2)CC1	-12%	-22%	7	0.1	19%	-19%	5%	-3%
6	CCOc1ccccc1NC(=O)CN(Cc1ccccc1)S(C)(=O)=O	-7%	-19%	nt	0.6	7%	-8%	2%	-15%
7	COc1ccc(NC(=O)CN(C)C(=O)CCNC(=O)Nc2ccccc2)cc1	-2%	1%	6	-0.6	1%	12%	14%	11%
8	Cc1ccc(-c2noc(CN3CCN(Cc4ccccc4)CC3)n2)cc1	-2%	7%	nt	-0.7	-4%	-3%	33%	-2%
9	COC(=O)Nc1ccc(S(=O)(=O)NCCCCCC(=O)O)cc1	2%	6%	2	-0.1	-8%	0%	6%	0%
10	C[C@H]1CN([C@@H](C)CO)S(=O)(=O)c2ccc(/C=C/c3ccccc3)cc2O[C@H]1CN(C)C(=O)NC1CCCCC1	2%	4%	-2	-1.8	-10%	-24%	11µM*	-14%
11	O=C(O)CSCc1c(F)cccc1Cl	-12%	5%	-7	-5.3	-3%	2%	nt	-31%
12	O=C(CCc1nnc(-c2ccc(-c3ccccc3)cc2)o1)NCCc1ccccn1	-5%	-2%	-3	-4.1	0%	-3%	4%	2%
13	CC(Sc1nnnn1-c1ccccc1)C(=O)NC1CCCC1 (stereo unspecified)	-5%	5%	-1	-3.5	6%	18%	nt	6%
14	COc1ccccc1NC(=O)Nc1nnc(CC(=O)Nc2ccccc2C)s1	0%	-7%	0	-2.6	-8%	18%	16%	-2%
15	COc1ccc(NC(=O)COc2ccc(/C=N/O)cc2OC)cc1	7%	-13%	1	0.6	-5%	12%	-7%	-19%
16	Cc1ccc(NC(=O)c2ccc(S(=O)(=O)N3CCOCC3)cc2)cc1	-1%	-14%	-1	0.0	2%	-15%	1%	-20%
17	Cn1c(NC(=O)CC2CCCCC2)cc(=O)n(C)c1=O	2%	-11%	1	-4.2	-8%	-14%	-4%	5%
18	CCOC(=O)Cn1cnc(C)c1	6%	-5%	-4	-0.4	5%	-4%	-17%	-19%
19	CC(=O)c1ccc(OCCCC(=O)n2nnc3ccccc32)cc1	21µM*	9%	-1	-1.5	1%	0%	1%	4%
20	Cc1ccccc1C(=O)NC1CC2CCCC(C1)N2CC(C)C (stereo unspecified)	-11%	1%	3	-1.8	6%	14%	-35%	3%
21	COc1ccc(NC(=O)CC2C(=O)OCC3CCCCN32)cc1Cl (stereo unspecified)	-5%	6%	?	1.1	-5%	-10%	nt	-9%
22	CC1=CC(C)(C)Nc2ccc(OC(=O)CN3C(=O)C4CCCCC4C3=O)cc21 (stereo unspecified)	-5%	4%	2	8.5	-4%	-4%	33%	-12%
23	COC(=O)c1scc(S(C)(=O)=O)c1-n1cccc1	30µM*	1%	-11	1.0	-6%	-15%	5%	-15%
24	CN(C)c1oc(COc2ccc(F)cc2)nc1C#N	4%	-23%	-3	0.3	-9%	9%	nt	8%
25	Cc1cc(C)c(S(=O)(=O)n2ccc(-c3ccc(OCCN(C)c4ccccn4)cc3)n2)c(C)c1	-4%	14%	18	0.0	12%	5%	26%	2%
26	CCN(CC)C(=O)CSc1nnc(-c2cc(-c3ccc(Cl)cc3)nc3ccccc23)o1	-9%	4%	3	-0.9	3%	?	12%	-9%
27	CCCCNC(=O)Oc1ccc(C(=O)N2c3ccccc3NC(=O)C2C)cc1 (stereo unspecified)	?	-7%	0	2.6	-1%	4%	-25%	-8%
28	Cc1ccc(C2CC(=O)c3cnc(NC(=O)c4ccco4)nc3C2)cc1 (stereo unspecified)	-9%	-16%	-5	1.9	-5%	-6%	23%	-7%
29	Cc1noc(NS(=O)(=O)c2ccc(NC(=O)/C=C/c3ccc(Br)cc3)cc2)c1C	-16%	-32%[inhibitor]	0	-0.1	-8%	-10%	-1%	-34%
30	Cc1cccc(Cn2c(NCCO)nc3c2c(=O)n(C)c(=O)n3C)c1	-6%	7%	nt	-3.3	7%	5%	23%	-10%

Sorted by value in IL-2 act (highest first): some entries from above
no. | Structure | PLK1 PBD inh | PI5P4K alpha inh | IL-2 act | EPAC1 ag | EPAC1 antag | WRN helicase inh
22 | CC1=CC(C)(C)Nc2ccc(OC(=O)CN3C(=O)C4CCCCC4C3=O)cc21 (stereo unspecified) | -5% | 2 | 8.5 | -4% | -4% | -12%
23 | COC(=O)c1scc(S(C)(=O)=O)c1-n1cccc1 | 30µM* | -11 | 1.0 | -6% | -15% | -15%
24 | CN(C)c1oc(COc2ccc(F)cc2)nc1C#N | 4% | -3 | 0.3 | -9% | 9% | 8%

(list continues)
item	canonical_smiles	PLK1 PBD inh	Abeta yeast res	PI5P4K alpha inh	IL-2 act	EPAC1 ag	EPAC1 antag	FUS yeast rescue	WRN helicase inh
31	CCc1cc(=O)oc2cc(C)cc(OCC(=O)N3CCC(C(=O)NC(C)C)(c4ccccc4)CC3)c12	-1%	-5%	-4	-2.3	-5%	-7%	28%	-2%
32	O=C(COc1ccc(Br)cc1)NC1CC1	-3%	-5%	0	-2.7	-1%	-8%	-1%	8%
33	Cc1ccc(-n2nc3c(=O)n(C(C)C(=O)NCc4ccco4)nc(C)c3c2C)cc1 (stereo unspecified)	-7%	-10%&-3%	7	-2.8	-5%	-30%	14%&12%	-9%
34	Cc1cc(C)c(OCC(=O)Nc2nc3ccccc3[nH]2)c(C)c1	1%	16%	-3	-0.7	6%	3%	-10%	-3%
35	Cc1ccc(S(=O)(=O)N2CCNC(=O)C2)c(C)c1	-6%	-6%	8	-1.8	5%	1%	5%	2%
36	OC[C@H]1O[C@@H](c2nc(-c3ccccc3Br)no2)[C@H](O)[C@@H]1O	1%	-6%	2	1.7	-7%	8%	-31%	-7%
37	O=C(/C=C/c1ccco1)NC(=S)NNC(=O)c1ccco1	?	?	nt	1.0	-2%	-1%	4%	-6%[11.6 µM]
38	CCN(CC)CCC(=O)c1ccc(F)cc1	11µM*	6%	0	-1.4	-3%	-2%	-23%	-2%
39	Cc1cc(Br)ccc1SCC(=O)OCC(O)=C(C#N)c1nc2ccccc2[nH]1	7%	1%	-2	2.1	6%	-3%	nt	-5%
40	COc1ccc(C(=O)N=c2sc3c(C)ccc(OC)c3n2C)cc1	2%	-1%	2	-1.4	4%	-13%	-18%	7%
41	Cc1ccc(NC(=O)CCCNC(=O)c2ccc(Cl)cc2)cc1S(=O)(=O)N1CCCCC1	-9%	-10%	-2	-0.2	1%	-19%	13%	-7%
42	CC[N+](C)(CC)CCOC(=O)C1c2ccccc2Oc2ccccc21	-1%	-17%	-4	0.3	-19%	-29%	-22%	11%
43	CC(C)(C)NC(=O)NC(=O)COC(=O)c1ccc2c(c1)S(=O)(=O)N=C1CCCCCN12	0%	0%	-8	0.1	-8%	0%	nt	11%
44	CCOC(=O)COc1nc(C)cc(C(F)(F)F)c1C#N	-7%	-12%	4	-4.4	5%	-7%	14%	-1%
45	CCOP(=O)(OCC)c1nc(-c2cccc3ccccc23)oc1N1CCCCC1	0%	8%	5	-0.7	3%	-12%	42%	-3%
46	NC(=O)c1ccc(NC(=O)CN2CCN(C(=O)c3ccco3)CC2)cc1	-12%	10%	0	-0.6	5%	-7%	15%	8%
47	COc1ccc(/C=N/NC(=O)C[n+]2ccccc2)c(OC)c1	1%	-4%	8	-0.3	2%	-5%	-38%	9%
48	CCCCC(=O)Nc1ccc2c(c1)oc1ccccc12	-3%	8%	5	-0.8	0%	0%	4%	-5%
49	CCOC(=O)c1csc(NC(=O)c2ccc(OC)c(OC)c2)n1	-1%	9%	nt	-1.7	-7%	3%	-8%	-12%
50	CNc1nc(C)cc(C)c1S(=O)(=O)c1ccc(Cl)cc1	-8%	2%	3	-0.5	21%	-8%	-8%	-4%
51	CCn1cc(C(=O)NCCC(C)C)c(=O)c2cc(F)c(N3CCN(C(=O)c4ccco4)CC3)cc21	0%	nt	-4	0.1	10%	-6%	-5%	1%
52	CC(=O)NC(CCS(C)(=O)=O)C(=O)Nc1ccc(F)cc1Cl (stereo unspecified)	-3%	8%	4	-1.2	4%	0%	nt	-9%
53	Cc1ccc(OCC(=O)Nc2cnn(CCCC(=O)O)c2)c([N+](=O)[O-])c1	-10%	-5%	0	-0.5	5%	-3%	9%	-6%
54	CCOc1ccccc1NC(=O)C(C)SCc1ccccc1 (stereo unspecified)	-6%	18%	-2	1.3	-2%	-3%	12%	-3%
55	OC1(C(F)(F)F)CC(c2ccc3ccccc3c2)=NO1 (stereo unspecified)	-12%	1%	-8	1.3	3%	-25%	-14%	-33%
56	COc1cc(/C=N/NC(=S)NCCc2ccccc2)cc(OC)c1OC	-12%	1%	0	-0.1	1%	-7%	28%	4%
57	Cc1ccc(NC(=O)COC(=O)c2ccc(Br)o2)cc1S(=O)(=O)N1CCCCC1	-2%	-3%	-8	0.0	-4%	-4%	?	-5%
58	COc1ccc(-c2nn(-c3ccccc3C)cc2CNC(C)Cn2cncn2)cc1F (stereo unspecified)	-2%	4%	-5	-0.7	8%	?	9%	1%[57.1 µM]
59	CCOC(=O)C1=CNS(=O)(=O)NC1c1cccc(O)c1 (stereo unspecified)	-13%	-7%	0	0.0	-2%	5%	-13%	-5%
60	Cc1ccc(NC(=O)NNC(=O)c2cc3ccccc3cc2O)c(C)c1	-11%	5%	-19	0.1	19%	0%	21%	-2%[11.6 µM]
61	CCOc1c2ccc(C(=O)NCc3ccc(OC(F)(F)F)cc3)cc2nn1C	-19%	17%	10	0.6	0%	-24%	37%	3%
62	COc1cccc(Cn2c(=O)sc3ccccc3c2=O)c1	-4%	28%	18	-0.8	15%	-29%	12%	-4%
63	CCN(CC)CCN(C(=O)Cn1nnc(-c2ccc(C)o2)n1)C(C(=O)NC1CCCC1)c1ccc(F)cc1 (stereo unspecified)	3%	-11%	0	-0.3	-16%	7%	-19%	2%[57.1 µM]

Source: PubChem
